PAD4 inh: blocks human protein arginine deiminase 4 | recombinant PAD4, RCA probe fluorescence polarization | inhibition, % at 6.36 µM | 0.41% of 330,000 active | AID 485272;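 active = percent inhibition above a cutoff equal to the mean of all tested compounds plus 3 SD, cut at about 15% in these data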;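 also: 0% = PAD4 with RCA probe and DMSO and 100% = probe without PAD4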
PREPL inh: inhibitors of human prolyl oligopeptidase-like enzyme PREPL. Q4J6C6. recombinant PREPL, fluorescence polarization activity-based probe. inhibition, % at 5.96 µM. 0.68% of 320,000 active. AID 2751; in the data active = inhibition above about 43%;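 also: 0% = enzyme with DMSO and 100% = wells lacking enzyme; many of its hits are not listed in these tables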
Target sequence (Q4J6C6 whole entry, looked up): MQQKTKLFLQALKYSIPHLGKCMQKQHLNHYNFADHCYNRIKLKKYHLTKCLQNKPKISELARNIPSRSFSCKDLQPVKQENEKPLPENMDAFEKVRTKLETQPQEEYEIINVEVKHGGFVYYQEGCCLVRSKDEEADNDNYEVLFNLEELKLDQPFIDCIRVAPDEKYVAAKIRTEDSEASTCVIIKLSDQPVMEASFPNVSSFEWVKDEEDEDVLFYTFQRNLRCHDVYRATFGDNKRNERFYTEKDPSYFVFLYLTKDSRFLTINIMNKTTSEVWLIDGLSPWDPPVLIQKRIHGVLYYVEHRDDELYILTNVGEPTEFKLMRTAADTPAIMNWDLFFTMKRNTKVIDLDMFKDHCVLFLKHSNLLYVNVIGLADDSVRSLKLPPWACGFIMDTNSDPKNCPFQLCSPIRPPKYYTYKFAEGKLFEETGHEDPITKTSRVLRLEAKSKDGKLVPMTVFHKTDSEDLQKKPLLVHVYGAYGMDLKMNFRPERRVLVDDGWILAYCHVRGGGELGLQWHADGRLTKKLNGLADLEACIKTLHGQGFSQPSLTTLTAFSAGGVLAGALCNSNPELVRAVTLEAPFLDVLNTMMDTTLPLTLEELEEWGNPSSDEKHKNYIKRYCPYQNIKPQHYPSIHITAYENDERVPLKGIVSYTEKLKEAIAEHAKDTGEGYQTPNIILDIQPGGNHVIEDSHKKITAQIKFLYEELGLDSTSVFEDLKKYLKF
PAFAH1B3 FP inh: inhibitors of human PAFAH1B3; 0.28% of 340,000 active; Q15102; recombinant PAFAH1B3, FP-rhodamine probe, fluorescence polarization; inhibition, % at 3.39 µM; AID 492972;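 active = inhibition above the screen-wide average of all tested compounds plus 3 SD, cut at about 25% in these data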;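 also: 0% = enzyme with DMSO only and 100% = wells lacking PAFAH1B3 protein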
LYPLA2 inh: blocks human lysophospholipase 2, a PME1 counter-screen; AID 2177; inhibition, % at 5.9 µM; O95372; recombinant LYPLA2, FP-Rh probe fluorescence polarization; 0.38% of 320,000 active;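 active = inhibition above the screen-wide mean plus 3 SD, limit set per campaign, cut at about 26% in these data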;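 also: 0% = LYPLA2 with DMSO and 100% = wells lacking LYPLA2 enzyme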
LYPLA1 counter: counter-screen for PME1 inhibitors: inhibitors of human LYPLA1; recombinant LYPLA1, FP-Rh probe fluorescence polarization; inhibition, % at 5.9 µM; 0.16% of 320,000 active; AID 2174;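 active = inhibition above the mean of all tested compounds plus 3 SD, set per campaign, cut at about 14% in these data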;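 also: inhibitors block serine hydrolase probe labeling of LYPLA1 so polarization falls; 0% = enzyme with DMSO and 100% = wells lacking LYPLA1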
GSTO1 counter: blocks human GSTO1 in RBBP9 counter-screen | 1.1% of 300,000 active | P78417 | inhibition, % at 5.96 µM | recombinant GSTO1, activity-based probe fluorescence polarization;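 active = inhibition above the campaign mean inhibition plus 3 SD, cut at about 35% in these data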;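 also: 0% = GSTO1-1 with DMSO and 100% = wells lacking GSTO1-1 enzyme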
Target sequence (P78417 whole entry, looked up): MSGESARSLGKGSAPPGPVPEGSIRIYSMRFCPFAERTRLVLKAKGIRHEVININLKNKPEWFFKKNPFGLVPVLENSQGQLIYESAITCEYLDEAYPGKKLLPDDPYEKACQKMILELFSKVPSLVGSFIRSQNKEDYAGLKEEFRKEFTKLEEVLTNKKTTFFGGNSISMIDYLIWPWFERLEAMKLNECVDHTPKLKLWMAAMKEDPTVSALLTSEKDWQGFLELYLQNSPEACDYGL
PAFAH2 FP inh: inhibitors of human PAFAH2; Q99487; recombinant PAFAH2, FP-rhodamine activity probe, fluorescence polarization; inhibition, % at 3.39 µM; 0.99% of 340,000 active; AID 492956;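 active = inhibition above the mean over all tested compounds plus 3 SD, cut at about 30% in these data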;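 also: inhibitors block probe labeling of enzyme so polarization drops; 0% = enzyme with DMSO and 100% = wells lacking PAFAH2 protein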
PAFAH1B2 FP inh: inhibitors of human PAFAH1B2 | AID 492953 | inhibition, % at 3.39 µM | P68402 | recombinant PAFAH1B2, FP-rhodamine activity probe, fluorescence polarization | 1.2% of 340,000 active;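 active = inhibition above the mean of all tested compounds plus 3 SD, cut at about 24% in these data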;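 also: 0% = enzyme with DMSO and 100% = wells lacking PAFAH1B2; many of its hits are not listed in these tables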
pPAFAH FP inh: pPAFAH (human) enzyme inhibition; recombinant pPAFAH, FP-rhodamine probe fluorescence polarization; inhibition, % at 3.39 µM; 1.5% of 330,000 active;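 active = inhibition above the mean inhibition across the screen plus 3 SD, cut at about 25% in these data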;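 also: inhibitors block binding of the rhodamine activity-based probe so polarization drops; 0% = enzyme with DMSO and 100% = wells lacking pPAFAH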
Active calls of the source: *; x = no result given. Some of the compounds tested; count on the stated rates, not on these rows.

The line under a structure holds: PAD4 inh	PREPL inh	PAFAH1B3 FP inh	LYPLA2 inh	LYPLA1 counter	GSTO1 counter	PAFAH2 FP inh	PAFAH1B2 FP inh	pPAFAH FP inh
1) O=C(COC(=O)/C=C/c1cccc(C(F)(F)F)c1)NCc1ccccc1
 : -0.4	6.6	-2.5	4.8	0.2	-0.4	1.7	1.1	2.6
2) OCC[C@H]1C[C@H](O)[C@@H](O)[C@]2(CCCO2)O1
 : 1.7	10.9	-4.5	-10.2	2.0	5.5	-4.6	5.1	1.2
3) CCC(Oc1ccccc1)C(=O)Nc1nnc(S(=O)(=O)Nc2ccccc2)s1 (centres undefined)
 : -1.6	-5.3	-0.2	2.1	-1.3	-30.0	0.6	8.1	32.6*
4) COc1cc(/C=N/NC(=O)Cc2ccccc2)ccc1Oc1ccc([N+](=O)[O-])cc1[N+](=O)[O-]
 : -0.1	19.6	-0.3	40.3*	-3.9	-2.6	-9.6	-2.1	1.2
5) CC(C)(C)Sc1ccc(N)nc1
 : 0.7	14.6	5.3	6.5	-0.4	-4.8	1.3	3.6	1.3
6) Cc1cc(-c2ccc(/C=N/n3cnnc3)o2)c(C)c([N+](=O)[O-])c1
 : 1.7	-1.5	-1.2	8.9	6.8	-1.6	5.7	6.1	5.4
7) CC(=O)c1ccc(NC(=O)C(C)Sc2nnc(C3CCCCC3)o2)cc1 (centres undefined)
 : 3.5	8.3	x	8.1	4.2	-0.3	x	x	2.2
8) Cc1ccc(C(=O)NCCCNC(=O)c2ccco2)cc1C
 : -3.0	-1.5	0.5	-4.6	-0.3	0.7	-0.5	4.7	-2.7
9) CCOC(=O)Nc1ccc(N2CCOCC2)c(S(=O)(=O)N2CCOCC2)c1
 : -0.1	14.9	12.3	2.0	3.5	-2.9	3.9	4.4	6.1
10) O=C(Cc1c(F)cccc1Cl)NCc1cccnc1
 : -4.7	9.9	13.8	4.0	-0.3	6.1	-5.0	9.3	0.0
11) O=C(NCCc1ccccc1)c1cccc(S(=O)(=O)N2CCCCC2)c1
 : -0.9	6.8	6.2	0.8	-1.2	-1.1	-2.7	1.1	6.0
12) CCOC(=O)c1ccccc1OCc1cc(/C=N/n2cnnc2)ccc1OC
 : 0.2	-11.5	-0.9	-4.9	-3.0	-1.8	-7.0	2.0	7.0
13) O=C(O)c1cccc(NC(=S)NC(=O)c2cccc(OCc3ccccc3)c2)c1
 : -0.3	-40.2	9.3	31.2*	1.9	-5.7	1.4	3.6	2.5
14) CCOc1ccc(C(C)=O)cc1N1C(=O)C2C3C=CC(C3=C(C)C)C2C1=O (centres undefined)
 : -1.3	3.0	-1.4	6.6	2.4	9.7	-2.7	7.7	8.2
15) O=S1(=O)N=C(Nc2ccc(S(=O)(=O)N3CCCCC3)cc2)c2ccccc21
 : -6.5	-9.4	-11.4	-19.1	-16.8	-34.7	-23.0	-6.1	-4.7
16) CCOC(=O)C1CCN(C(=O)C2CCCN(c3ncnc4c3nc3n4CCCCC3)C2)CC1 (centres undefined)
 : 5.8	16.4	8.0	4.7	-0.4	14.1	-16.2	0.5	2.4
17) CN(C)C(=O)COc1ccc(Oc2ccccc2)cc1
 : -0.1	2.5	9.6	-1.2	-2.3	2.3	-0.4	4.1	-1.5
18) CC(C)c1[nH]nc2c1C(c1cccs1)C(C#N)=C(N)O2 (centres undefined)
 : 2.5	-5.9	4.0	-7.5	-6.0	3.4	1.7	9.6	-0.2
19) COc1cccc(NC(=O)N2CCN(c3cccc(C)c3)C(C)C2)c1 (centres undefined)
 : -3.6	-1.4	1.4	0.5	3.4	-4.0	1.1	5.2	-0.6
20) CC(C)(C)NS(=O)(=O)c1ccc(CCC(=O)NCc2cccnc2)cc1
 : -6.8	1.0	-0.1	-1.8	-6.0	-1.3	12.9	-0.5	8.0
21) O=C(Nc1cccc(S(=O)(=O)N2CCCCC2)c1)C1CCCN1S(=O)(=O)c1ccccc1F (centres undefined)
 : -2.6	-5.0	4.0	-5.5	-0.3	x	4.0	1.7	1.9
22) Cc1ccc(CCNC(=O)c2cc(S(=O)(=O)N3CCCC3)cn2C)cc1
 : 3.6	0.4	-2.4	7.1	2.0	2.7	-7.2	11.3	1.9
23) CCCCn1c(SCC(=O)NC2CC2)nnc1-c1ccncc1
 : 0.1	5.3	6.8	-2.2	1.4	-3.9	-5.1	-3.0	3.1
24) CN(CC(=O)NC1CCCCC1)S(=O)(=O)c1cccc2nsnc12
 : 0.2	1.1	-1.0	0.8	1.2	13.1	0.7	1.4	1.8
25) Cc1ccc(C)c(NC(=O)c2cnn(-c3ccccc3)c2C)c1
 : 0.1	18.7	6.6	4.0	-1.2	1.0	-6.9	-0.7	2.1
26) CC(C)C(=O)Nc1nnc(SCC(=O)Nc2ccc3c(c2)OCO3)s1
 : 2.0	12.9	2.2	9.2	4.0	6.8	0.3	3.1	-0.2
27) Cc1nnc2sc(-c3ccccn3)nn12
 : -3.8	-5.2	1.8	5.4	1.3	9.4	-4.5	3.9	4.8
28) COc1cc(OC)c(C(=O)OC(C)C(=O)Nc2cccc(C(F)(F)F)c2)cc1OC (centres undefined)
 : -1.9	14.8	0.4	2.9	-3.3	-3.6	-7.9	4.6	1.0
29) O=C(CCSCCc1ccccn1)Nc1ccccn1
 : 0.7	5.4	5.3	-1.3	-3.9	12.2	1.6	4.0	5.2
30) CCN(CC)C(=O)CSc1nc2c(sc(=S)n2-c2ccccc2)c(=O)n1-c1ccc(OC)cc1OC
 : 4.1	-6.1	8.0	-1.9	-1.6	2.1	4.7	5.2	0.7

Numbers 1 through 12, reprinted for reference:
The line under a structure holds: PAD4 inh	PREPL inh	PAFAH1B3 FP inh	LYPLA2 inh	LYPLA1 counter	GSTO1 counter	PAFAH2 FP inh	PAFAH1B2 FP inh	pPAFAH FP inh
1) O=C(COC(=O)/C=C/c1cccc(C(F)(F)F)c1)NCc1ccccc1
 : -0.4	6.6	-2.5	4.8	0.2	-0.4	1.7	1.1	2.6
2) OCC[C@H]1C[C@H](O)[C@@H](O)[C@]2(CCCO2)O1
 : 1.7	10.9	-4.5	-10.2	2.0	5.5	-4.6	5.1	1.2
3) CCC(Oc1ccccc1)C(=O)Nc1nnc(S(=O)(=O)Nc2ccccc2)s1 (centres undefined)
 : -1.6	-5.3	-0.2	2.1	-1.3	-30.0	0.6	8.1	32.6*
4) COc1cc(/C=N/NC(=O)Cc2ccccc2)ccc1Oc1ccc([N+](=O)[O-])cc1[N+](=O)[O-]
 : -0.1	19.6	-0.3	40.3*	-3.9	-2.6	-9.6	-2.1	1.2
5) CC(C)(C)Sc1ccc(N)nc1
 : 0.7	14.6	5.3	6.5	-0.4	-4.8	1.3	3.6	1.3
6) Cc1cc(-c2ccc(/C=N/n3cnnc3)o2)c(C)c([N+](=O)[O-])c1
 : 1.7	-1.5	-1.2	8.9	6.8	-1.6	5.7	6.1	5.4
7) CC(=O)c1ccc(NC(=O)C(C)Sc2nnc(C3CCCCC3)o2)cc1 (centres undefined)
 : 3.5	8.3	x	8.1	4.2	-0.3	x	x	2.2
8) Cc1ccc(C(=O)NCCCNC(=O)c2ccco2)cc1C
 : -3.0	-1.5	0.5	-4.6	-0.3	0.7	-0.5	4.7	-2.7
9) CCOC(=O)Nc1ccc(N2CCOCC2)c(S(=O)(=O)N2CCOCC2)c1
 : -0.1	14.9	12.3	2.0	3.5	-2.9	3.9	4.4	6.1
10) O=C(Cc1c(F)cccc1Cl)NCc1cccnc1
 : -4.7	9.9	13.8	4.0	-0.3	6.1	-5.0	9.3	0.0
11) O=C(NCCc1ccccc1)c1cccc(S(=O)(=O)N2CCCCC2)c1
 : -0.9	6.8	6.2	0.8	-1.2	-1.1	-2.7	1.1	6.0
12) CCOC(=O)c1ccccc1OCc1cc(/C=N/n2cnnc2)ccc1OC
 : 0.2	-11.5	-0.9	-4.9	-3.0	-1.8	-7.0	2.0	7.0

Further records:
The line under a structure holds: PAD4 inh	PREPL inh	PAFAH1B3 FP inh	LYPLA2 inh	LYPLA1 counter	GSTO1 counter	PAFAH2 FP inh	PAFAH1B2 FP inh	pPAFAH FP inh
31) CCc1ccc(-c2ccc3nnc(SCC(N)=O)n3n2)cc1
 : -0.5	-17.4	5.2	6.5	0.0	-3.0	2.1	1.8	1.8
32) COC(=O)c1[nH]c2ccc(C)cc2c1NC(=O)Oc1ccccc1
 : -0.7	-0.8	10.6	0.4	-2.2	-1.6	1.6	2.4	3.0
33) Cc1cc(C)cc(N(CC(=O)Nc2cc(C)ccc2C)S(=O)(=O)c2c(C)[nH]c(=O)[nH]c2=O)c1
 : -3.9	-0.8	11.0	-10.8	-4.2	-3.7	4.4	3.1	2.3
34) O=C(c1cccs1)N1CCN=C1SCc1ccc(F)cc1
 : -3.5	-6.1	2.9	8.4	0.6	1.8	3.6	5.9	3.0
35) CCOC(=O)C1C(=O)NC(N2CCOCC2)=NC1C(C)C (centres undefined)
 : -0.1	-1.0	8.1	2.3	-1.1	-0.2	-12.5	7.0	1.3
36) CCCn1c(N)c(C(=O)CN(C)CC(=O)Nc2ccccc2CC)c(=O)[nH]c1=O
 : 3.3	4.6	3.2	1.5	4.5	x	-7.2	-0.6	1.5
37) Cc1ccc(-n2ncc(C(=O)O)c2C2CCN(C(=O)OC(C)(C)C)CC2)cc1
 : 0.6	-3.4	4.1	0.1	0.7	-3.5	1.4	16.1	2.4
38) CC(=O)Nc1ccc(S(=O)(=O)N(C)CC(=O)OC(C)C(=O)NC2CCCC2)cc1 (centres undefined)
 : -1.1	-0.8	6.3	-1.3	1.8	-0.9	-1.6	0.3	0.1
39) COC(=O)C(CCSC)NC(=O)Cn1ncc2c(=O)oc3ccccc3c21 (centres undefined)
 : -1.7	-2.2	-4.7	-6.2	-3.0	-3.0	-3.7	1.7	3.7
40) COc1ccc(-n2c(SCC(=O)O)nc3sc4c(c3c2=O)CCCC4)cc1
 : -0.8	7.4	1.1	-4.2	-0.7	0.5	-2.1	-4.5	3.8
41) O=C(COC(=O)c1cccc(Cl)c1)NC1CCS(=O)(=O)C1 (centres undefined)
 : -0.5	5.8	7.0	2.8	2.6	x	-7.7	5.8	4.3
42) Cc1ccc(C2NC(c3ccc(C)cc3)C(C)C(=O)C2C)cc1 (centres undefined)
 : -0.9	-10.2	7.3	0.9	1.9	-5.6	2.0	8.0	7.8
43) O=C(C[n+]1cc(-c2ccc(Cl)c(Cl)c2)n2c1CCC2)c1cccs1
 : 2.4	-39.8	-7.3	-1.0	-4.6	-1.8	-6.0	5.5	3.4
44) COCCNC(=O)C(=O)Nc1cc2c3c(c1)CC(=O)N3CCC2
 : -0.7	-1.1	5.8	5.2	2.1	-4.5	2.5	1.7	7.3
45) CCCN(C(=O)c1cc(S(=O)(=O)N2CCCCC2)ccc1Cl)C1CCS(=O)(=O)C1 (centres undefined)
 : 6.4	14.9	2.1	7.3	3.3	-1.5	7.8	11.5	1.4
46) COC(=O)C1=C(C)N(Cc2ccccc2)C(=O)N[C@H]1c1ccccc1
 : 1.0	-1.7	9.7	0.2	-4.0	3.7	5.6	5.3	-5.5
47) O=C(N/N=C/c1ccc(COc2ccc(Br)cc2)o1)c1ccco1
 : 1.5	-38.2	9.4	-0.4	-3.6	1.0	-3.7	9.0	-0.6
48) Oc1c(Br)cc(Br)cc1/C=N/c1nccs1
 : -1.6	2.6	8.2	-3.3	-5.0	x	12.0	0.8	12.1
49) CCc1nn(C)c(N)c1C
 : -3.3	-12.6	7.7	-4.4	-2.4	6.0	-0.2	0.4	0.5
50) Fc1ccc(CSc2nsc(SCc3ccc(F)cc3)n2)cc1
 : 4.2	-6.7	7.4	2.3	1.6	-2.4	8.2	-0.9	-3.0
